# TGFb inhibitor = TGF-b pathway inhibition; HepG2 CAGA-GFP TGF-b/SMAD3 reporter, GFP fluorescence, 18 h; TGF-beta stimulated, 500 pg/mL final; Potency, µM (titrated, usually from 46.1 µM), inactives show top-dose activity, negative = inhibition, most hits filed as inhibitors; 410,000 compounds, 1.2% hits; note: potency is the fitted concentration of half-maximal effect; % is set by controls: 0 for no effect and ±100 for the full control effect; nearly all actives have a fitted effect of over 65% in size
#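 Inhibition of TGF-beta-driven CAGA-GFP reporter expression in HEPG2 cells is measured by cellular GFP fluorescence after 18 h stimulation with 500 pg/mL recombinant TGF-beta in 1% FBS medium at 37 degrees C.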
# A549 viability = kills or reduces viability of A549 cells in Nrf2 counter-screen | A549 ARE-Fluc cells, CellTiter-Fluor viability, 18-24 h | Potency, µM (doses to about 46 µM), without a hit: top-dose activity change, negative = cytotoxicity, actives largely listed as inhibitors | 390,000 compounds, 0.16% hits | AID 504648; note: potency is the fitted concentration of half-maximal effect; % is set by controls: 0 for no effect and ±100 for the full control effect
#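 A549 ARE-Fluc cells in 5% FBS OPTI-MEM, 5000 cells/well, rested 2 h then exposed to compounds in concentration-response for 18-24 h at 37 °C. Viability by CellTiter-Fluor fluorescence (Ex 405/Em 525) after 30 min; luciferase luminescence (BugLite, 15 min, RT) read afterwards.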
# ATXN2 expr inh = reduces ATXN2 reporter expression in HEK-293 cells; HEK-293 ATXN2-luciferase reporter, luminescence, 24 h; Potency, µM (titrated, usually from 57 µM), for the others: at the highest dose activity change, negative = inhibition, most hits filed as inhibitors; 360,000 compounds, 0.72% hits; note: potency is the fitted concentration of half-maximal effect; % is set by controls: 0 for no effect and ±100 for the full control effect; nearly all actives have a fitted effect of over 55% in size
#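 ATXN2-luciferase reporter cells (luciferase flanked by upstream and downstream ATXN2 gene portions) were treated 24 h at 37 °C with compounds at up to 57 uM. SteadyGlo luminescence gave expression; GF-AFC fluorescence gave viability.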
# Nrf2 block = inhibitors of Nrf2 signaling | A549 ARE-Fluc reporter, luciferase luminescence, 18-24 h | 360,000 compounds, 2.1% hits | AID 504444 | Potency, µM (titrated, usually from 46 µM), for inactives: at the highest dose activity change, negative = inhibition, actives largely listed as inhibitors; note: potency is the fitted concentration of half-maximal effect; % is set by controls: 0 for no effect and ±100 for the full control effect; nearly all actives have a fitted effect of over 60% in size
#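 Concentration-response testing used A549 ARE_Fluc cells at 5000 cells/well. Following an 18-24 h compound incubation, viability was read by fluorescence (Ex 405/Em 525) and luciferase output by luminescence.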
# ATXN viability = reduces viability in counter-screen for ATXN expression inhibitors; S2 cells (HEK-293 line with an ATXN2-luciferase reporter) viability, CellTiter-Fluor protease fluorescence, 24 h; Potency, µM (titrated, usually from 56.7 µM), hits mostly cytotoxic; 400,000 compounds, 0.49% hits; AID 651635; note: potency is the fitted concentration of half-maximal effect; nearly all actives have a fitted effect of over 40% in size
# MCF10A rereplic = DNA re-replication induction in MCF 10a cells; Potency, µM (top dose mostly 46.1 µM), inactives show at the highest dose activity, positive = re-replication, most hits filed as activators; MCF 10A DNA re-replication, Hoechst nuclear intensity, 48 h; AID 624296; 350,000 compounds, 2.9% hits; note: potency is the fitted concentration of half-maximal effect; % of control where 0% means no effect; nearly all actives have a fitted effect of over 50% in size
# Nrf2 activator = activators of Nrf2 (ARE) signaling. 410,000 compounds, 0.31% hits. AREc32 ARE-luciferase reporter (MCF7-derived line), luminescence, 24 h. Potency, µM (highest dose often 46.1 µM), for inactives: at the highest dose activation, usual class: activators; note: potency is the fitted concentration of half-maximal effect; % of control where 0% means no effect; nearly all actives have a fitted effect of over 65% in size
#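 ARE-driven firefly luciferase activity in AREc32 cells measured after a 24 hr compound exposure at 37 deg C, using Steady-Glo reagent and a 30 min room-temperature hold.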
# HepG2 tox = counter-screen for TGF-b inhibitors: cytotoxicity in HepG2 cells. HepG2 CAGA-GFP viability, ATP luminescence, 18 h. Potency, µM (doses to about 46.1 µM), for inactives: at the highest dose activity change, negative = cytotoxicity, hits mostly cytotoxic. 410,000 compounds, 0.76% hits. AID 588856; note: potency is the fitted concentration of half-maximal effect; some results filed as inactive show a strong effect at the top dose
#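 CellTiter-Glo luminescence gave cytotoxicity after 18 hours at 37 degrees C. The cells were HepG2 CAGA-GFP in 1% FBS DMEM, stimulated with 500 pg/mL TGF-beta after compound addition. %Activity was normalised to no-cell wells (complete cell-killing) and DMSO (no toxicity), and curves were fitted and classified.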
# IL-1B inflam inh = inflammasome signaling inhibition, IL-1 beta readout. THP-1 LPS/ATP IL-1B secretion, AlphaLISA, 16 h; hits give low values. activity change, % at 57.5 µM. 360,000 compounds, 4.7% hits; in the data active = activity change below about -50%; inconclusive = mostly about -30% to -49%; note: % is set by controls: 0 for no effect and ±100 for the full control effect
#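 THP-1 cells pretreated 1 hr with compounds (up to 57.5 uM final), then stimulated with LPS (250 ng/mL final) plus ATP (1.25 mM final); secreted IL-1B measured by AlphaLISA after 16 hr, decreased signal indicating inhibition.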
# The depositor's hits bear a star; i = inactive; u = inconclusive; x = not tested or not shown; & = joins results of further samples. Unless noted, calls come from the whole dose curve; as a rule, active = well fitted curve in the direction sought with a large enough effect; inconclusive = small, poorly fitted or top-dose-only effect, or another doubt; inactive = no such curve, though single readings can be large; an effect the other way counts as inactive or inconclusive.
# Each structure is followed by: TGFb inhibitor	A549 viability	ATXN2 expr inh	Nrf2 block	ATXN viability	MCF10A rereplic	Nrf2 activator	HepG2 tox	IL-1B inflam inh
COc1cc(NCCCn2cnc3c(OCc4ccccc4)ncnc32)cc(OC)c1OC
 : -6%	-6%	-3%	3%	u	10%	0.1%	0%	-4
O=C(Nc1ccc(SC(F)F)cc1)c1ccc2c(=O)n3c(nc2c1)CCC3
 : -20%	u	-21%	5.8µM*	i	u	6.7%	-4%	0
CCCN(C)C[C@@H]1Oc2ncc(Br)cc2C(=O)N([C@@H](C)CO)C[C@H]1C
 : 3%	x	-2%	x	u	x	0.2%	8%	23
COC(=O)c1ccccc1S(=O)(=O)N1CCC(C(=O)OCc2cccc(OC)c2OC)CC1
 : -8%	-11%	4%	-11%	i	-3%	0.1%	1%	20
CCCOc1ccc(F)cc1-c1cc(C(=O)Nc2ccccc2)[nH]n1
 : -8%	x	6%	x	i	x	1.1%	-5%	-6
CCCc1cc(-c2n[nH]c(=S)n2CC)cs1
 : -2%	-11%	-4%	11%	i	4%	0.3%	2%	13
Cc1cc(S(=O)(=O)c2ccc(Cl)cc2)nc(S(=O)(=O)c2ccc(Cl)cc2)c1C#N
 : 7.1µM*	x	x	x	0.79µM*	x	u	-119%	-103*
O=C(N/N=C/c1ccccn1)c1cccc(NC(=O)c2ccc(Cl)cc2)c1
 : u	0%	x	23µM*	i	u	-0.4%	-69%	-15
O=C(/C=C/c1ccc(Br)cc1)N1CCN(Cc2ccccc2)CC1
 : -1%	-1%	-5%	u	i	u	0.2%	-7%	-81*
CN(C)c1nc2c(c(=O)n(C)c(=O)n2C)n1CC(=O)c1cccs1
 : -2%	1%	11%	-10%	i	0%	1.8%	0%	4
CCn1c(=O)c([N+](=O)[O-])c(NCC(O)c2ccccc2)c2ccccc21 (stereo not given)
 : 0%	1%	-2%	4%	i	-1%	1.6%	4%	-1
COc1ccccc1NC(=O)c1c(N=Cc2c(O)ccc3ccccc23)cnn1C
 : -15%	1%	-20%	7%	u	u	1.0%	-13%	61
CCN(CC)CCn1c2c(c(SCC(=O)Nc3ccc(C)c(F)c3)nc1=O)CCC2
 : 0%	9%	-5%	-7%	i	-3%	0.7%	0%	u
CCOC(=O)c1c(NC(=O)c2cc(-c3ccc(OC)c(OC)c3)on2)sc2c1CCCC2
 : 3%	0%	4%	7%	i	x	-0.8%	3%	x
Cc1nc(NC(C)C(=O)O)c2nc(C)oc2n1 (stereo not given)
 : -11%	6%	13%	27%	i	-1%	-0.1%	10%	-12
CC1CCCCC1NC(=O)COCc1cc(-c2cccs2)on1 (stereo not given)
 : -20%	2%	-15%	1%	i	-4%	15%	-15%	-17
Cc1ccc(C(=O)N(c2ccc(C)cc2)S(=O)(=O)c2ccc(Cl)cc2)cc1
 : u	3%	u	u	u	x	-0.4%	-18%	x
CCN(CC(=O)Nc1ccc2c(c1)OCCO2)C(=O)/C=C/c1ccc([N+](=O)[O-])cc1
 : -5%	-4%	6%	-2%	u	21%	0.0%	-5%	-6
COc1ccc(C)cc1NC(=O)COc1cc(=O)n(C)c2ccccc12
 : 3%	3%	2%	u	i	x	-0.5%	10%	x
CN(C)c1ccc(C2Nc3ccccc3C(=O)N2NS(=O)(=O)c2ccccc2)cc1 (stereo not given)
 : -19%	0%	7%	u	i	15%	2.7%	8%	-4
Cc1ccccc1C(=O)Nc1nnc(S(=O)(=O)N(C)c2ccc(Cl)cc2)s1
 : 8.9µM*	14%	x	u	x	x	3.9%	-34%	x
CCCCCCCNC(=O)C1(CC2CC(c3cccc(Br)c3)=NO2)CCN(C(=O)CCCCCBr)CC1 (stereo not given)
 : u	u	u	u	u	u	-4.2%	-38%	u
CNC(=O)CC1C(=O)N(c2ccc(F)cc2)C(=S)N1NC(=O)c1ccc(Br)cc1 (stereo not given)
 : -9%	6%	x	7%	u	1%	8.9%	-10%	10
O=C(COC(=O)c1ccco1)Nc1cccc(Br)c1
 : 0%	-10%	-17%	4%	i	-8%	-0.4%	-2%	-10
Cc1nonc1OCCN1CCN(c2ccc([N+](=O)[O-])cc2)CC1
 : -12%	-17%	-17%	-22%	i	0%	3.9%	-25%	-5
CCCN=C1N(CC)C[C@@H]2[C@@H]3C(=O)N(Cc4ccccc4)C(=O)[C@@H]3[C@](C)(C(=O)OC)N12
 : -40%	2%	11%	28%	i	-28%	3.0%	20%	1
COCCN1C=C(C(=O)OC)C(c2cc(Br)c(OC)c(OC)c2)C(C(=O)OC)=C1
 : -22%	-3%	9%	-1%	i	u	4.0%	7%	0
COC(=O)c1c(C)n(-c2ccc(C)cc2)c2ccc(O)cc12
 : u	-1%	-14%	x	i	u	3.1%	-39%	20
COc1cccc(-c2nnc3n2N=C(C(C)(C)C)CS3)c1
 : u	-27%	u	7.3µM*	i	u	-1.3%	-16%	-93*
CCN(CC)CCN(C(=O)c1ccc2c(c1)OCCO2)c1nc2cc(C)cc(C)c2s1
 : 2%	-6%	-21%	0%	u	12%	0.0%	-49%	-57*
CC(Oc1ccc(Br)cc1)C(=O)N(C)CC(=O)Nc1ccc(N2CCOCC2)cc1 (stereo not given)
 : 8%	-2%	0%	u	i	4%	-0.3%	1%	0
Cc1ccccc1C(=O)NNC(=O)CSc1nc2ccccc2c(=O)[nH]1
 : -25%	-2%	3%	9%	i	0%	1.7%	-8%	18
O=C(O)COc1ccccc1/C=N/NC(=O)CSc1nc2ccccc2n1Cc1ccc(Cl)cc1
 : -6%	0%	x	13%	u	-2%	-0.7%	3%	23
CCCCn1c(=N)n(CC(O)COc2ccccc2)c2ccccc21 (stereo not given)
 : -16%	-3%	-18%	x	i	1%	2.8%	-31%	u
CN(C(=O)c1ccccc1-c1ccccc1C(=O)O)c1ccccc1
 : -8%	-1%	5%	6%	i	14%	-1.0%	-2%	19
O=C(Nn1cnnc1)C1Cc2ccccc2CN1S(=O)(=O)c1ccc(F)cc1 (stereo not given)
 : -13%	2%	-10%	2%	i	u	-0.7%	-12%	-4
O=C(COc1ccc2c(-c3ccccc3)cc(=O)oc2c1)NC(Cc1c[nH]c2ccccc12)C(=O)O (stereo not given)
 : -7%	0%	4%	22%	i	-1%	-0.5%	-13%	2
Cc1cccc(-n2c(SCC(N)=O)nc3c(oc4ccccc43)c2=O)c1
 : -7%	-12%	-13%	2%	x	x	-0.8%	-25%	x
COCCNc1nc2cc(-c3cccc(Cl)c3)sc2c(=O)n1C
 : -20%	x	9%	x	i	x	31%	3%	14
O=S(=O)(c1ccc(OC(F)(F)F)cc1)N1CCN(c2nc(-c3cccs3)nc3ccccc23)CC1
 : 0%	0%	x	-22%	x	x	x	-18%	x
COCCNC(=O)c1nn(-c2ccc(C)cc2)c(=O)n(C)c1=O
 : 15%	1%	-3%	x	i	x	-0.8%	1%	x
CCC1CCCCN1CCCNC(=O)c1c(O)nc2cc(C)ccn2c1=O (stereo not given)
 : -1%&2%	2%&1%	8%&2%	16%&9%	i	4%	-0.1%&0.5%	3%&5%	-16
O=C(NCc1ccccn1)C(=O)NCC1OCCN1C(=O)c1ccc(Cl)cc1 (stereo not given)
 : u	-1%	7%	5%	i	-2%	0.3%	0%	24
COc1ccc(CN(C(=O)c2cc(=O)c3ccccc3o2)C2CCS(=O)(=O)C2)cc1 (stereo not given)
 : 0%	-6%	2%	-18%	i	5%	-0.1%	0%	37
COc1ccc(/C=N/Nc2ccccc2)cc1Cn1nc(C)c([N+](=O)[O-])c1C
 : 4%	-12%	-22%	-21%	i	-1%	2.4%	0%	-16
Cc1ccc(/C=C/C(=O)NC(=S)Nc2ccccc2C(=O)NC2CCCCC2)cc1
 : u	2%	u	13%	u	u	-0.3%	-30%	-11
O=C(CSCc1ccccc1Cl)Nc1c[nH]c(=O)[nH]c1=O
 : -29%	1%	5%	-2%	i	1%	0.3%	5%	17
COc1ccc(CNS(=O)(=O)c2ccc(N3CCCCS3(=O)=O)cc2)cc1
 : -2%	-2%	-25%	x	i	x	-1.8%	-1%	x
CCN(C(=O)c1c(OC)cccc1OC)c1nnc(-c2cccnc2)s1
 : 0%	4%	4%	u	i	-29%	1.5%	-15%	3
CCOC(=O)Cc1csc(NS(=O)(=O)c2ccccc2)n1
 : 11%	-6%	-3%	x	i	18%	-1.4%	-1%	23
CC(=O)Nc1ccc(NS(=O)(=O)c2cc(-c3n[nH]c(=O)c4ccccc34)ccc2C)cc1
 : -12%	2%	5%	7%	i	-16%	9.2%	-17%	-9
CC(NC(=O)c1ccccc1)C(=O)OCC(=O)N1c2ccccc2Sc2ccccc21 (stereo not given)
 : 0%	1%	10%	3%	i	u	0.2%	-1%	7
COCCCNCCOc1ccc(C(C)(C)c2ccccc2)cc1
 : u	-1%	-28%	u	i	u	11%	-40%	-68*
O=C(O)c1cccc(N/N=C(\N=Nc2ccccc2)c2ccccc2)c1
 : -14%	-23%	u	-3%	u	u	6.4%	-25%	-17
CCOc1cc(CNS(=O)(=O)c2cn(C)cn2)cc(OCC)c1OCC
 : -9%	-2%	1%	6%	i	-1%	-0.7%	-4%	30
CC(C)Cn1c(N)c(C(=O)CSc2nncs2)c(=O)n(C)c1=O
 : 6%	-6%	1%	u	i	-8%	-0.6%	5%	11
CCN1CCN(c2ccc(S(=O)(=O)N3CCCCC3)cc2NC(=O)c2sccc2C)CC1
 : 0%	6%	-16%	-6%	i	-1%	-0.1%	-30%	-26
CC(=O)N1CCOc2cc(S(=O)(=O)NCc3ccccc3Cl)c(C)cc21
 : u	6%	x	22%	x	x	-0.1%	-28%	x
O=C(CN1c2ccccc2S(=O)(=O)c2ccccc21)Nc1cccc(C(F)(F)F)c1
 : u	2%	u	u	i	x	0.2%	-28%	x

# Bioassay records: PubChem, National Center for Advancing Translational Sciences (NCATS)
